# GSK3B inh = blocks human GSK3beta kinase activity | P49841 | 300,000 tested, 0.038% active | activity score (negative = inhibition), % at 10 µM | GST-GSK3beta kinase, ADP-Glo luminescence, 60 min; active compounds read low;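 active = more than half of replicate wells score below -50%, meaning over 50% inhibition versus plate controls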;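 also: 0% = median DMSO wells and -100% = median GW8510 positive control wells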
# Target sequence (P49841 whole entry, looked up): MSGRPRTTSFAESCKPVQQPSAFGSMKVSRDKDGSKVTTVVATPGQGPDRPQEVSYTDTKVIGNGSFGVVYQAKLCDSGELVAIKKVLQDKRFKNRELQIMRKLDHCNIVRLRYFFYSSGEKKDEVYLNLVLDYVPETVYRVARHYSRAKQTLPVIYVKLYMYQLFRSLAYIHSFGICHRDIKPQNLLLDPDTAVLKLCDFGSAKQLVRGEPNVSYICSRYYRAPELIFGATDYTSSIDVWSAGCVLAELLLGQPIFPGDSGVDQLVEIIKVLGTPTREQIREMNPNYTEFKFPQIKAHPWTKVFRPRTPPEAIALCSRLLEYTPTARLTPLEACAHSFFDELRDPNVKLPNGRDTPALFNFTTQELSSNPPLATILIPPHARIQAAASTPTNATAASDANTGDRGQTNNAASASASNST
#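 Test system: GST-tagged human GSK3beta kinase, cell-free; evaluation: activity score scaled between in-plate DMSO and GW8510 controls; measured by: ADP-Glo luminescence; incubation: 60 min reaction, RT; benchmarks: DMSO and 20 µM GW8510; reagent: peptide substrate plus 25 µM ATP (final); medium: Tris/MgCl2 kinase buffer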
# HSF1 activator = increases HSF-1 driven luciferase reporter signal; AID 504408; NIH3T3-HGL HSF-1 luciferase reporter, MG132, 8 h; 100% = twice DMSO control signal; activation, % at 9 µM; 300,000 tested, 1.7% active;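 active = mean replicate activation of at least 50% with a set share of replicates each reaching 50%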;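 also: 0% = median of the neutral control wells and 100% = twice that signal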
# HSP90 refold inh = HSP90 refolding inhibition in rabbit reticulocyte lysate; inhibition, % at 5.6 µM; AID 1789; 290,000 tested, 0.91% active; luciferase refolding luminescence, 3 h;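 active = inhibition above the screen-wide mean plus 3 SD, computed separately per campaign, cut at about 16% in these data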;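 also: 0% = DMSO wells and 100% = 60 µM geldanamycin wells; inhibitors lower the luminescence because luciferase stays unfolded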
# HSF1 inhib = HSF1 inhibition; AID 2098; activity change, negative = inhibition, % at 7.5 µM (by protocol); NIH3T3-HGL HSE-luciferase, MG132-induced, luminescence 8 h; active compounds read low; 300,000 tested, 0.77% active;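 active = more than half of replicate wells show activity change below -50%, luminescence cut by over half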;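 also: luciferase reports HSF-1 transcriptional activity via heat shock element; 0% = median of DMSO wells and -100% = zero luminescence signal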
# Dyrk1A ADPGlo = blocks rat Dyrk1A kinase activity; Q63470; ADP-Glo luminescence, NFATc1 peptide; inhibition, % at 12.5 µM; 310,000 tested, 0.43% active; AID 504441; in the data active = inhibition above about 50%;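 also: plate controls were vehicle with enzyme for no effect and no enzyme for full effect; many of its hits are not listed in these tables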
# aSyn 5UTR inh = 5' untranslated region of α-synuclein, MLPCN primary screen; alpha-synuclein 5'UTR reporter, inhibitor activity; inhibition, % (tested at 7.5 µM); 300,000 tested, 0.82% active; AID 1813; in the data active = inhibition above about 60%;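 also: H4 neuroglioblastoma cells stably carrying SNCA 5'UTR luciferase fusion; 0% = DMSO wells and 100% = positive control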
# Platelet DG rel = platelet dense granule release activity; human platelet-rich plasma, SFLLRN dense granule ATP release, luminescence; inhibition, %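 (compounds screened at 7.5 µM in platelet-rich plasma)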; 300,000 tested, 0.22% active; AID 1663;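 active = mean replicate score, as percent of positive control, at or above 50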
# KLF5 inh = kruppel-like factor 5 inhibition. DLD-1 KLF5 promoter-luciferase reporter, luminescence. inhibition, % at 5 µM. 290,000 tested, 0.23% active. AID 1700;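 active = inhibition above a per-plate limit of that plate's mean compound inhibition plus 3 SD, cut at about 60% in these data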;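 also: 0% = DMSO wells and 100% = LY294002 at 200 µM; higher means less KLF5 promoter-driven luciferase light; inactives centre near -14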
# IEC-6 tox = kills IEC-6 intestinal cells in KLF5 counter-screen; inhibition, % at 5 µM; AID 1825; IEC-6 cytotoxicity, luminescence viability; 290,000 tested, 0.78% active; in the data active = inhibition above about 22%;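 also: 0% = plate median of test compound wells and 100% = cytotoxic reference compound wells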
# GSK3 alpha inh = human GSK-3 alpha kinase inhibition. ADP-Glo luminescence, 60 min. inhibition, % at 10 µM. AID 2650. 320,000 tested, 0.1% active. P49840;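 in the data active = inhibition above about 50%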;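 also: GST-tagged GSK-3 alpha with peptide substrate and 25 µM ATP; 0% = DMSO neutral wells and 100% = GW8510 positive control wells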
# Target sequence (P49840 whole entry, looked up): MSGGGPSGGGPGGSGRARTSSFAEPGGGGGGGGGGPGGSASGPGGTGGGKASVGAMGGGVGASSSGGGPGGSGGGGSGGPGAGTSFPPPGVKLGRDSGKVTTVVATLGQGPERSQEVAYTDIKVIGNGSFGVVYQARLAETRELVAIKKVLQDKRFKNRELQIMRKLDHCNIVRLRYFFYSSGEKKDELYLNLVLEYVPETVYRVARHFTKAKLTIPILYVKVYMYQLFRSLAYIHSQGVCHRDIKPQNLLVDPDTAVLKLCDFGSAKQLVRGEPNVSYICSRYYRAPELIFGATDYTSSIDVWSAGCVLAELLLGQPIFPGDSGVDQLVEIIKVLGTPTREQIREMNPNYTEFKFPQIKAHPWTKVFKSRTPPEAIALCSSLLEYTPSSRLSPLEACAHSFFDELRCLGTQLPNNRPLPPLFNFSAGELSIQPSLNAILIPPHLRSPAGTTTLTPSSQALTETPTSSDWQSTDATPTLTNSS
# * hit, by the source's call; x = not tested or not shown. A portion of the library. The share of hits here may be higher or lower than overall.
SMILES,GSK3B inh,HSF1 activator,HSP90 refold inh,HSF1 inhib,Dyrk1A ADPGlo,aSyn 5UTR inh,Platelet DG rel,KLF5 inh,IEC-6 tox,GSK3 alpha inh
c1ccc(N2CCN(c3cnccn3)CC2)nc1,-1.3,-3.8,-2.0,4.1,3.5,16.2,-3.0,-24.3,0.6,0.7
Cc1cc(C)c(C(=O)N2CCCC(N3CCN(c4cccc(C(F)(F)F)c4)CC3)C2)o1 (stereo unspecified),2.4,11.3,2.6,5.3,5.4,22.2,0.9,-16.6,1.2,1.3
CC1CCN(C(=O)/C(=C/c2ccccc2Cl)c2ccccc2)CC1,0.0,8.7,-0.5,11.6,-0.5,22.6,2.2,-16.9,-3.8,-0.7
CCOC(=O)c1[nH]c(C)c(/C(O)=C2\C(=O)C(=O)N(CCCN(C)C)C2c2cccnc2)c1C (stereo unspecified),-0.5,-5.5,-0.4,-2.9,3.5,5.1,-3.8,-11.4,9.8,-1.4
CC(Sc1ccccc1)C(=O)NCCc1ccccc1 (stereo unspecified),-0.8,-3.2,1.3,1.2,x,-58.9,7.0,-29.2,5.4,-4.9
Cc1cc(=O)oc2cc(OC(C)C(=O)Nc3ccc(N4CCCCC4)cc3)ccc12 (stereo unspecified),-2.4,1.5,-3.6,-3.9,x,11.7,0.7,-18.5,-14.1,-1.4
CC(C)(C)C(=O)N(Cc1nc2ccccc2c(=O)[nH]1)Cc1cccs1,1.1,1.5,-4.2,2.6,3.4,-23.3,-6.1,-9.2,9.1,-4.4
NNC(=O)Cn1c(-c2nonc2N)nc2ccccc21,0.0,3.6,-0.3,-4.2,-0.4,10.4,-4.9,-6.7,-8.1,-1.1
O=c1cc(CSc2ccccc2)nc(-c2ccncc2)[nH]1,0.4,15.3,1.0,-4.1,3.4,3.7,-8.1,-18.2,-7.1,0.4
OCCC1CN(Cc2ccc3nsnc3c2)CCN1C1CCCCC1 (stereo unspecified),-0.4,-5.8,-4.7,-5.6,-0.5,-4.8,1.5,5.3,5.9,-2.2
COc1cc2c(C(=O)N3CCN(Cc4ccc5c(c4)OCO5)CC3)cn(C)c(=O)c2cc1OC,1.0,-4.8,3.1,-0.1,5.6,35.5,3.6,1.8,1.1,-0.5
CCN1CCCC1CN=Cc1c(O)n(-c2ccccc2)c(=O)c2ccccc12 (stereo unspecified),-2.3,31.6,0.8,6.0,-2.5,-5.9,5.3,3.6,3.7,1.4
CCOc1ccc(N2CCc3c(C)nc(SC)nc32)cc1,-1.6,x,-1.8,x,-5.5,-20.7,-0.1,-19.8,-4.9,3.4
CC(Sc1ccccc1)C(=O)Nc1ccc(N2CCOCC2)cc1 (stereo unspecified),2.2,-8.8,1.0,1.1,-7.0,-21.6,-0.9,-3.4,-1.2,-2.5
Cc1cc(N)ccc1NC(=O)CN1CCCC1,-4.5,-15.1,-1.7,1.4,-3.3,6.6,9.4,-26.9,-0.7,-2.4
CCN(CC)CCn1c(=S)[nH]c2cc(C(=O)N3CC(C)CC(C)C3)ccc2c1=O (stereo unspecified),-0.1,-2.1,-2.2,4.3,-3.6,-1.2,-2.2,-32.4,0.1,6.3
O=C(Nc1ccc(S(=O)(=O)N2CCOCC2)cc1)C1CC1,0.8,-3.1,-2.1,-6.9,3.7,9.1,4.1,-9.5,-1.5,-2.4
O=C(O)c1ccc(/C=N/Nc2ncc(C(F)(F)F)cc2Cl)cc1,-1.0,-4.2,1.9,0.6,5.0,4.3,-1.1,-27.7,3.6,-0.5
COc1ccc(Cl)cc1N1C(=O)CC(N2CCc3ccccc32)C1=O (stereo unspecified),0.2,-0.7,5.4,-0.7,2.5,13.0,-4.5,-2.9,5.4,0.1
O=C(Nc1ccc2cn[nH]c2c1)c1ccc(S(=O)(=O)N2CCOCC2)cc1,0.7,-5.6,2.4,-8.0,50.0,29.9,-1.7,-22.8,0.7,6.3
Cc1ccc(S(=O)(=O)NCC(=O)OCC(=O)N(Cc2ccccc2)C(C)(C)C)cc1,2.8,15.3,-2.8,-0.5,-5.2,3.4,-2.0,-3.7,-8.9,-2.5
O=C(NC(c1ccccc1)c1ccccc1)C1CCCO1 (stereo unspecified),2.2,9.9,-2.8,-1.9,1.5,19.9,9.9,-4.6,-1.4,-0.8
O=C(N/N=C/c1ccco1)C1(O)c2ccccc2-c2ccccc21,1.4,55.6*,-2.5,14.2,x,2.2,-8.3,-0.1,0.0,-0.6
CC(C)Oc1ccc(CNC(=S)N/N=C/c2cccnc2)cc1,0.3,26.4,1.1,14.4,6.5,-9.3,2.4,-17.6,3.2,x
CCc1cc(Br)ccc1NC(=O)C1CCCO1 (stereo unspecified),1.7,-10.2,2.7,-1.7,-1.8,23.7,1.7,20.5,0.6,-0.8
CCOC(=O)c1ccccc1NS(=O)(=O)c1ccc(S(=O)(=O)N2CCCC2)cc1,3.3,10.1,0.8,1.3,-0.8,15.4,-0.8,2.5,1.8,1.0
COc1ccc(-n2c(COc3cccc4ccccc34)nnc2SC(C)C(=O)O)cc1 (stereo unspecified),3.3,4.9,1.0,4.0,1.1,5.5,-5.7,-3.3,3.8,-1.9
CCN(C(=O)COC(=O)c1ccccc1NC(=O)c1ccco1)C1CCS(=O)(=O)C1 (stereo unspecified),-3.1,10.5,0.1,-0.1,4.7,-20.9,1.4,-14.3,-1.1,-1.4
COC1=C/C(=C/c2c(N)n3nc(-c4ccc(C)cc4)sc3nc2=O)C=CC1=O,x,x,0.9,x,5.9,x,x,-60.9,1.2,x
O=C(O)C1C2CCC(C2)C1C(=O)NCCC1=CCCCC1 (stereo unspecified),-1.9,5.4,-4.5,-7.7,-3.1,3.3,-6.4,-13.5,-4.7,-2.1
c1ccc(N2CCN(c3c4c(nc5ncnn35)CCC4)CC2)cc1,0.4,12.0,-9.5,1.4,-0.3,9.4,-0.3,-4.8,-7.3,-0.6
Cc1cc(C)n(-c2ccc(C(=O)Nc3ccc(C)c(S(=O)(=O)N4CCOCC4)c3)cc2)n1,10.7,4.9,-0.3,-5.7,-1.3,-0.9,1.7,-0.1,3.9,-3.9
O=C(N/N=C/c1ccsc1)c1cc2ccccc2o1,-0.1,5.8,-0.9,1.6,6.6,-0.7,6.9,-28.3,-0.1,-0.2
NC(=O)c1cc(C(=O)Cc2ccccc2)c[nH]1,-2.3,6.8,-0.1,7.0,5.5,12.0,2.9,5.8,6.8,-0.7
N#CCSc1nc2sc3c(c2c(=O)n1C1CCCCC1)CCCC3,2.2,-6.6,-0.4,1.9,-14.2,44.9,13.0,3.4,4.3,-2.7
COc1cc(/C=N/NC(=O)c2ccc3c(c2)OCCO3)cc(Cl)c1O,4.5,4.6,-3.4,-2.6,2.2,-5.4,-31.9,7.5,-0.3,-1.9
COC(=O)c1sc(S(=O)(=O)N2CCCCC2)c(C(=O)OC)c1C,2.3,11.2,0.9,14.6,1.4,14.1,3.9,-0.2,1.3,-0.5
COc1ccc(N2C(=O)S[C@@H]3CS(=O)(=O)C[C@@H]32)cc1,-1.3,20.6,0.5,-5.2,-4.0,16.0,1.1,-7.7,0.2,-3.7
Cc1nn(Cc2ccc(Cl)cc2Cl)c(Cl)c1/C=C/C(=O)OCC(=O)NCC(F)(F)F,0.4,-13.8,1.4,-5.2,-1.4,-2.5,16.4,-16.7,-7.5,0.9
CCC1(NC(C)=O)CC2CC1CC2NC(C)=O (stereo unspecified),0.0,13.4,-3.6,-8.0,6.4,-25.0,-4.2,-16.1,1.8,-0.6
CCOC(=O)CSc1nnc(Cn2c(=O)sc3ccccc32)n1-c1ccccc1C,-9.1,-0.4,-4.2,-7.2,-5.7,21.9,2.2,-8.2,-2.8,1.6
O=C(Nc1ccc(Br)cc1)c1ccccc1Br,2.7,53.3*,-3.0,33.1,4.8,-199.6,-0.5,-181.8,-14.5,-3.0
CNC(=O)C1Cc2ccccc2CN1S(=O)(=O)c1cccs1 (stereo unspecified),-2.3,-16.1,-0.7,2.7,-1.7,4.4,-15.0,-0.3,2.1,-0.3
Cc1ccc(/C=N/NC(=S)NC(C)C)o1,-3.6,47.8,-5.7,28.5,15.9,-36.8,-4.3,-30.7,-3.0,-3.0
CCOC(=O)C1=C(C)N=C2SC(C)C(=O)N2C1c1cccc(F)c1 (stereo unspecified),-1.8,8.4,-3.4,5.5,-6.5,24.6,2.2,-4.2,-7.1,1.1
N#C/C(=C\c1ccc(O)c(Br)c1)C(=O)NCc1ccccc1,-5.1,5.3,-0.4,2.0,86.3*,16.1,1.7,-39.5,-6.7,13.3
COC(CNC(=O)c1ccc2c(c1)ncn2-c1cccc(F)c1)OC,-22.7,1.6,0.9,-7.7,2.0,23.9,-0.2,-14.1,-3.1,-0.1
O=C(Nc1nc2ccccc2[nH]1)c1ccccc1[N+](=O)[O-],3.4,16.3,1.1,18.1,21.1,-118.0,4.6,-91.5,3.5,-1.4
Cc1cc(C)c(S(=O)(=O)Nc2ccc(OCC(=O)O)cc2)c(C)c1,-3.0,4.2,0.0,-5.7,-17.3,7.2,4.6,-19.4,2.9,-0.7
CCc1nnc(NC(=O)CSc2nnc3c4ccccc4n(C)c3n2)s1,-5.9,-4.5,3.9,11.4,-2.5,14.2,0.9,-11.0,4.3,-4.9
Cc1ccc(-n2ncc3c(=O)n(-c4ccc(C)c(C)c4)c(-c4ccco4)nc32)cc1,0.4,-51.9,8.3,-35.7,-0.7,-23.8,-1.0,-14.2,2.2,-1.4
O=C(O)c1cc(/C=C/c2ccc(N3CCOCC3)c([N+](=O)[O-])c2)nc2ccccc12,-3.0,-8.2,11.3,-6.9,8.7,13.5,11.3,-10.6,-5.2,-1.3
CCN(CC)S(=O)(=O)c1ccc(-c2nnc(SCc3nnc(-c4ccc(C)cc4)o3)o2)cc1,-1.9,-12.0,-0.2,-3.5,2.0,-24.0,8.0,-20.2,3.7,-1.0
COCCCNC(=O)Cn1cc(C(=O)c2cccs2)c2ccccc21,-21.9,2.9,0.5,6.9,-22.5,-18.4,15.0,-2.3,-3.8,0.5
CSc1nsc(SC)c1NC(=O)Nc1ccccn1,1.3,13.8,-3.8,-9.1,4.0,-25.7,-0.2,-51.2,-5.7,1.3
O=C(NCC(=O)N1CCN(S(=O)(=O)c2cccs2)CC1)c1ccc(Cl)cc1,9.6,-3.1,1.1,-2.6,4.9,-16.8,1.8,-17.9,4.5,-1.7
C=CCN(C1CCCCC1)S(=O)(=O)c1ccc2c(c1)oc(=O)n2C,1.9,9.7,-1.2,-5.1,9.5,-3.7,20.7,-15.0,3.4,x
O=C1CN(C(=O)CSc2nncs2)c2ccccc2N1,-1.1,17.5,-2.2,2.1,-11.7,-16.0,-2.8,0.5,2.8,0.3
CCOc1ccc(NS(=O)(=O)c2ccc(C(=O)NCCN3CCOCC3)cc2)cc1,0.3,0.3,x,3.4,2.6,6.1,12.4,x,x,-1.5

# Screening results deposited in PubChem by several laboratories.
